Screening results as filed in PubChem BioAssay.
mIAP inh: blocks mouse intestinal alkaline phosphatase; inhibition, % at 10 µM; purified mouse IAP, CDP-Star luminescence, 30 min; AID 2806; hit rate 0.2% among 330,000;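 active means inhibition of at least 40% at 10 µM in the primary screen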;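 further: plate controls were DMSO with enzyme for no effect and no enzyme wells for full effect; values of inactives mirror those of a sister screen read the other way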
hIAP block: human IAP inhibition; purified IAP, CDP-Star luminescence, 30 min; inhibition, % at 10 µM; AID 2544; P09923; hit rate 0.12% among 330,000;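 active means inhibition reaching a set limit with compound at 10 µM in the primary screen, cut at about 35% in these data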;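 further: plate controls were DMSO wells with enzyme for no effect and no-enzyme buffer wells for full effect; values of inactives mirror those of a sister screen read the other way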
mIAP activ: mouse IAP activation. hit rate 0.24% among 330,000. muIAP, CDP-Star luminescence, 30 min; stronger effect = higher value; 1 = vehicle-only enzyme signal, 0 = enzyme-free wells. activation factor at 10 µM;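 active means activation factor of at least 2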; further: the source names both 10 and 20 µM as test concentration; values of inactives mirror those of a sister screen read the other way
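also added = chemiluminescent substrate CDP-Star | test system = mouse IAP enzyme | signal = chemiluminescence readout | compound = DMSO-dissolved test compounds | incubation = 30 min at room temperature | benchmarks = DMSO wells, no-enzyme wells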
MPTP inh: inhibitors of mitochondrial permeability transition pore | AID 602449 | inhibition, % at 10 µM | hit rate 1.4% among 360,000 | isolated mouse mitochondria, Ca2+ swelling absorbance, 30 min;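 active means inhibition of 50% or more, scaled per plate between neutral and stimulator controls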;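 further: 0% = DMSO wells given calcium and 100% = 1 mM EGTA wells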
APOBEC3G inh: inhibitors of human APOBEC3G DNA deaminase; Q9HC16; inhibition, % at 20 µM; recombinant A3G, ssDNA deamination FAM/TAMRA fluorescence; hit rate 0.28% among 330,000;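 active means inhibition of at least 40% at 20 µM, with no more than 30% in the related APOBEC3A deaminase screen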;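 further: plate controls were DMSO wells with A3G for no effect and wells lacking A3G enzyme for full effect; some compounds called inactive have numbers as strong as hits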
Target sequence (Q9HC16 whole entry, looked up): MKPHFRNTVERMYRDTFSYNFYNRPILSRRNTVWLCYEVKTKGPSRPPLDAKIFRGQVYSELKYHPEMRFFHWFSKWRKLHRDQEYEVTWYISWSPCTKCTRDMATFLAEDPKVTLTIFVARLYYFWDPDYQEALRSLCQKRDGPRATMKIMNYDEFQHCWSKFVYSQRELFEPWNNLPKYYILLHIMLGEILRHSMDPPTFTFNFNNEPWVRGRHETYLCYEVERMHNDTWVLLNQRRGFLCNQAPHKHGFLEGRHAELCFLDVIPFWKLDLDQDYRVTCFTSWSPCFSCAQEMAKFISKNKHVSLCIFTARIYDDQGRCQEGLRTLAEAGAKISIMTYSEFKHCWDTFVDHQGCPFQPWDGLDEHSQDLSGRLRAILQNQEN
ATG4B inhibitor: ATG4B (human) cysteine protease inhibition; Q9Y4P1; ATG4B cleavage of LC3-PLA2, NBD-HPC fluorescence, 1 h; inhibition, % at 8.33 µM; hit rate 0.51% among 340,000; in the data active means inhibition above about 40%
Target sequence (Q9Y4P1 whole entry, looked up): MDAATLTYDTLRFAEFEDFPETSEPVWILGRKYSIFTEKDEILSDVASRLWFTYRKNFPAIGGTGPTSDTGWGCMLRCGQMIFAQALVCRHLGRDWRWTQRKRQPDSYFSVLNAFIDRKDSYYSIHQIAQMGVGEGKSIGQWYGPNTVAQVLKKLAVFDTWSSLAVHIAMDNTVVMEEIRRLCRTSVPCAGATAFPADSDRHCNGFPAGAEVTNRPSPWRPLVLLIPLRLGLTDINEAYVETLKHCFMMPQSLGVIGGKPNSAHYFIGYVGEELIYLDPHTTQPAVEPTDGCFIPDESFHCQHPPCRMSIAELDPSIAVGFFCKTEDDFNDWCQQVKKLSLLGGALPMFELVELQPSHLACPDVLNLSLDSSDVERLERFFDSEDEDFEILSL
APOBEC3A inh: blocks human APOBEC3A ssDNA deamination; recombinant A3A, FAM/TAMRA ssDNA deamination fluorescence; inhibition, % at 20 µM; hit rate 0.41% among 330,000; AID 493011;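 active means at least 40% inhibition at 20 µM here, with at most 30% in a related deaminase screen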;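 further: plate controls were A3A with DMSO for no effect and wells lacking A3A enzyme for full effect; some results filed as inactive read as strong as hits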
Target sequence (P31941 whole entry, looked up): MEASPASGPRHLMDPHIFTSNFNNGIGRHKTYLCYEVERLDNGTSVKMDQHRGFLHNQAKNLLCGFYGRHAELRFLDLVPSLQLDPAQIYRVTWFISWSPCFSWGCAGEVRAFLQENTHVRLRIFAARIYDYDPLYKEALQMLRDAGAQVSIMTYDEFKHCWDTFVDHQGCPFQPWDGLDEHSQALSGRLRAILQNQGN
beta cell repl: induces beta-cell replication in MIN6 cells. hit rate 0.29% among 330,000. MIN6 cells proliferation, ATPlite luminescence, 48 h; cells starved in 0.2% serum; 100% = growth in 10% serum. proliferation, % at 10 µM;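 active means compounds whose signal lies at least 3.5 SD above the mean of all wells on their plate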;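 further: 0% = DMSO-treated cells in low-serum medium and 100% = 10% serum control; some compounds called inactive have numbers as strong as hits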
hIAP act: increases human intestinal alkaline phosphatase activity; P09923; purified human IAP, CDP-Star luminescence, 30 min; stronger effect = higher value; 1 = vehicle-only enzyme, 0 = enzyme-free background; activation factor at 10 µM; hit rate 0.16% among 330,000;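 active means activation factor of the enzyme at least 2-fold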; further: the source names both 10 and 20 µM as test concentration; values of inactives mirror those of a sister screen read the other way
The depositor's hits bear a star; / = not tested or not shown.

Structure	mIAP inh	hIAP block	mIAP activ	MPTP inh	APOBEC3G inh	ATG4B inhibitor	APOBEC3A inh	beta cell repl	hIAP act
Cc1ccc(S(=O)(=O)N2CCOCC2)cc1C(=O)Nc1ccccn1	-7	-11	1.1	0.6	-4	-3	0	-1	1.1
Cc1noc(C)c1NC(=O)Nc1ccc2c(c1)C(=O)N([C@H](C)CO)C[C@H](C)[C@@H](CN(C)S(C)(=O)=O)O2	-6	-18	1.1	1.5	-3	2	1	5	1.2
Cc1cc(NC(=O)CSc2nc3sc(C)c(C)c3c(=O)n2C2CCCC2)no1	0	0	0.99	3.3	-1	0	1	-3	1
O=C(Cc1cccs1)Nc1ccc(F)cc1	-16	-16	1.2	1.5	0	-4	0	-1	1.2
O=C(CCn1nnc2ccccc21)N1CCC(O)(c2cccc(F)c2)CC1	12	14	0.88	-0.1	-7	-1	-4	-1	0.86
O=C(OCCN1CCCCC1)c1ccccc1Br	-10	-1	1.1	0.0	6	8	5	0	1
CCOC(=O)C(C(=O)N(C)C)c1ncc(C(F)(F)F)cc1Cl (stereo not drawn)	1	-3	0.99	0.3	-9	-2	2	-3	1
C/C(=N\NC(=O)C1COc2ccccc2O1)c1ccc(C)o1 (stereo not drawn)	11	17	0.89	-0.3	-5	-12	-2	-1	0.83
Cn1nnc(NC(=O)c2ccc(Br)o2)n1	1	-12	0.99	-0.5	-4	-6	-4	1	1.1
CN(CC(=O)Nc1ccc(Cl)cc1)C(=O)c1cccc(S(=O)(=O)NCc2ccccc2)c1	-7	-4	1.1	0.7	-7	-3	-4	-4	1
CCOc1ccccc1NC(=S)NCc1ccco1	-4	2	1	1.5	-8	-1	-4	0	0.98
CC(=O)NCCNC(=O)C1CCC(CNc2nc(=S)[nH]c3ccccc23)CC1 (stereo not drawn)	9	-4	0.91	-1.0	-4	-8	-1	0	1
NC(=O)C1=C[C@H](c2csc3ccccc23)C[C@H](OCCCCO)O1	4	-10	0.96	0.7	-13	6	-2	0	1.1
CCOc1ccc(C2C(C#N)=C(N)N(c3sc4c(c3C#N)CCCC4)C3=C2C(=O)CCC3)cc1 (stereo not drawn)	7	-11	0.93	4.0	-6	-1	-4	-4	1.1
Cc1cccc(NC(=O)CSc2nnc(-c3cnccn3)n2Cc2ccco2)c1	0	8	1	2.3	-7	-2	-2	-2	0.92
N#Cc1ccc(/C=C(\C(=O)C(=O)O)c2ccc3ccccc3n2)cc1	1	-2	0.99	3.9	-6	1	-4	2	1
CSc1nc(N)c(C#N)c(-c2ccc(Cl)cc2)c1C#N	2	1	0.98	4.3	-7	5	-4	-2	0.99
CC12CCCCC1NS(=O)(=O)OC2 (stereo not drawn)	6	14	0.94	-1.4	-4	4	3	-1	0.86
CCCCOC(=O)CSc1n[nH]c(=O)[nH]c1=O	5	3	0.95	1.1	-2	0	-1	1	0.97
O=C(O)Cc1ccc(NC(=O)Nc2ccc3c(c2)OCO3)cc1	-3	-4	1	-0.3	-11	1	-4	-1	1
O=C(Nc1nc2cc3c(cc2s1)OCCO3)c1ccc(N2C(=O)CCC2=O)cc1	-3	4	1	1.1	0	-3	1	-1	0.96
CSC(C1CCCC1)n1nnc2ccccc21 (stereo not drawn)	-12	-3	1.1	-0.8	-17	-9	-4	-2	1
CNC(=O)/C(C#N)=C/c1ccc(-c2ccc(Cl)cc2)o1	9	-2	0.91	-0.2	10	4	3	-4	1
Cc1ccccc1S(=O)(=O)Cc1ccc(C(=O)NC2CCCCC2)o1	1	6	0.99	-1.0	2	3	-2	4	0.94
Clc1ccc(-c2cnc3ccccc3n2)cc1	9	7	0.91	0.3	-4	-3	1	5.4*	0.93
Nc1nc(NC(=O)/C=C\C(=O)O)nn1-c1ccccc1	2	-12	0.98	0.2	0	9	7	-3	1.1
O=C(/C=C1\NCC2c3ccccc3CCN2C1=O)c1ccccc1 (stereo not drawn)	6	-21	0.94	0.1	29	18	-2	0	1.2
CCCNc1c(NS(=O)(=O)c2ccc(C(C)(C)C)cc2)c(=O)oc2ccccc12	6	-16	0.94	-0.8	-5	-8	-5	-3	1.2
Cc1cc(C)n2nc(SCC(=O)Nc3ccc(F)cc3)nc2n1	2	22	0.98	-1.8	-4	5	-6	-2	0.79
O=C(c1cccc(S(=O)(=O)N2CCCC2)c1)N1CCN(Cc2ccccc2)CC1	-9	-2	1.1	1.2	-8	3	-2	2	1
COCCCNC(=O)CS(=O)Cc1nc(-c2ccccc2C)oc1C (stereo not drawn)	12	-4	0.88	0.8	6	0	1	-1	1
Cc1ccnc(NC(=O)C2COc3ccccc3O2)c1 (stereo not drawn)	6	6	0.94	-0.8	0	1	-2	-1	0.94
Cc1nc2ccccc2c2c1C(=O)N(C1CCCCCCC1)C2=O	3	8	0.97	2.1	0	-1	0	0	0.92
CCCN(CCC)CCCNC(=O)C(NS(=O)(=O)c1ccc2c(c1)CCC(=O)N2)c1ccccc1 (stereo not drawn)	-6	0	1.1	-0.9	-6	-4	4	-2	1
CCOC(=O)c1c(-c2ccc(C)cc2)csc1NC(=O)c1cc2ccccc2oc1=O	9	22	0.91	1.1	-4	2	-1	-2	0.78
Nn1c(SCC(=O)Nc2ccc3c(c2)OCO3)nnc1C1CCCCC1	-2	8	1	-0.4	-1	-1	-6	0	0.92
CC(C)c1nnc(NC(=O)CS(=O)(=O)Cc2ccccc2)s1	13	6	0.87	0.9	-5	3	-2	0	0.94
COc1ccccc1C(=O)Nc1nnc(C)s1	1	14	0.99	-0.1	-5	-8	0	-4	0.86
O=C(COC(=O)[C@@H]1CC(O)CN1S(=O)(=O)c1ccc2c(c1)OCCO2)Nc1cc(F)ccc1F (stereo partly drawn)	-3	15	1	0.1	-7	-2	-5	3	0.85
CN(C)CCCn1c(SCCN2C(=O)c3ccccc3C2=O)nc2ccccc2c1=O	-1	4	1	0.5	-2	2	0	-1	0.95

Results in beta cell repl and hIAP act, for some of the entries so far:
smiles,beta cell repl,hIAP act
Nn1c(SCC(=O)Nc2ccc3c(c2)OCO3)nnc1C1CCCCC1,0,0.92
Cc1nc2ccccc2c2c1C(=O)N(C1CCCCCCC1)C2=O,0,0.92

Continued.
Structure	mIAP inh	hIAP block	mIAP activ	MPTP inh	APOBEC3G inh	ATG4B inhibitor	APOBEC3A inh	beta cell repl	hIAP act
CCOC(=O)C1CCN(S(=O)(=O)c2cnc[nH]2)CC1	2	3	0.98	-1.4	-4	-2	-2	-3	0.97
Cc1cccc(NC(=O)CS(=O)CC(=O)Nc2cnc3ccccc3c2)c1C (stereo not drawn)	-4	1	1	-1.0	1	-7	-4	-3	0.99
Nc1c(NCCCN2CCOCC2)c2ccccc2oc1=O	11	14	0.89	1.1	-2	-7	1	-4	0.86
CC(=O)c1c(C)[nH]c(C(=O)OCC(=O)c2c[nH]c3ccccc23)c1C	-20	-19	1.2	-1.9	-2	-4	6	-2	1.2
Cn1c(CNc2ccccc2O)nc2ccccc21	12	8	0.89	-1.5	-9	-2	0	-7	0.92
Cc1nn(-c2ccccc2)c(C)c1NC(=O)COC(=O)c1cc(Br)ccc1O	2	2	0.98	1.8	-2	-6	3	-1	0.98
O=C(N/N=C\c1ccc(-c2ccccc2[N+](=O)[O-])o1)C1COc2ccccc2O1 (stereo not drawn)	31	10	0.69	2.3	-10	-15	-1	0	0.9
Cn1c(=O)c2cc(NC(=O)c3ccccc3Cl)c(=O)oc2n(C)c1=O	-2	-17	1	-0.5	0	0	-2	0	1.2
CN(C)CCCN(C(=O)c1ccc2ccccc2c1)c1nc2cc3c(cc2s1)OCO3	12	-2	0.88	0.1	-3	1	3	-6	1
NC(=O)c1ccsc1NC(=O)CSc1n[nH]c(N)n1	4	-30	0.96	0.7	-7	-10	-4	-1	1.3
CC(=O)c1cccc(NC(=O)N2CCCC2C(=O)Nc2ccc3c(c2)OCCO3)c1 (stereo not drawn)	-7	-2	1.1	0.6	0	0	2	2	1
CCNC(=O)NC(=O)COC(=O)C1CSC2(C)CCC(=O)N12 (stereo not drawn)	7	-6	0.93	-0.8	1	1	3	-2	1.1
Cc1cc(C)cc(NS(=O)(=O)c2c(C)[nH]c(=O)[nH]c2=O)c1	-3	-5	1	0.3	3	5	3	-5	1.1
CCOC(=O)C1=NOC(CNc2ncc(C(F)(F)F)cc2Cl)C1 (stereo not drawn)	-6	13	1.1	1.2	-3	1	0	-2	0.87
COC(=O)c1ccc(C(=O)NC2CCCc3c2cnn3-c2cc(F)cc(F)c2)nc1 (stereo not drawn)	12	-21	0.88	1.0	-4	4	4	-4	1.2
COC(=O)c1ccc(NC(C)C(=O)OC)c([N+](=O)[O-])c1 (stereo not drawn)	5	3	0.95	-0.1	-2	-2	0	0	0.97
CN1CCN(CC(=O)N/N=C\c2c[nH]c3ccccc23)CC1	0	12	1	/	1	/	-1	-3	0.88
CC1=C(C(=O)N2CCOCC2)C(c2ccc(OC(F)F)cc2)NC(=S)N1c1ccccc1 (stereo not drawn)	-15	-10	1.2	-0.7	-4	-2	-7	-2	1.1
NS(=O)(=O)c1ccc(NC(=O)CN2C(=O)c3ccccc3C2=O)cc1	-12	0	1.1	0.3	-7	-6	-1	1	1
CN1CCN(C(=O)C2CCN(c3ncc(C(F)(F)F)cc3Cl)CC2)CC1	-5	3	1.1	0.0	2	1	2	-1	0.97
CC1CCN(C(=O)Nc2cccc(NC(=O)N3CCC(C)CC3)c2)CC1	3	-29	0.97	0.4	-11	2	-1	-2	1.3
O=c1c(C(c2ccc(Cl)cc2)c2c(O)nc3n(c2=O)CCCS3)c(O)nc2n1CCCS2	-6	-18	1.1	1.9	-1	-3	-3	-2	1.2
C1CCN(Cc2nnnn2C2CCCC2)CC1	5	12	0.95	-0.6	1	-3	4	-2	0.88
COc1ccccc1N=C1SC(C(=O)Nc2ccc(F)cc2)CC(=O)N1C (stereo not drawn)	-8	21	1.1	0.3	-1	-6	1	-3	0.79
CCOCCSc1nc2c(c(-c3cccs3)c1C#N)CC/C2=C/c1cccs1	6	5	0.94	3.0	-5	6	3	1	0.95
CN(C(=O)COC(=O)/C=C/c1cccs1)C1CCCCC1	0	-10	1	0.2	2	-2	3	-4	1.1
CC(C)Cn1c(SCC(=O)N2CCCCC2)nc2ccccc2c1=O	-16	-10	1.2	1.3	-9	-2	-7	-1	1.1
CCOC(=O)C1=C(C)NC(=S)NC1c1ccc(OC(=O)c2ccco2)cc1 (stereo not drawn)	2	3	0.98	-0.9	0	12	1	0	0.97
O=[N+]([O-])c1ccccc1Oc1ncccc1[N+](=O)[O-]	-5	5	1.1	-1.9	-4	-15	-3	-4	0.95
Cc1ccc2c(c1)c1c(n2CC(O)Cn2nc(C)c(Br)c2C)CCCC1 (stereo not drawn)	-4	1	1	8.5	-7	3	-4	-6	0.99
CCN(C(=O)COc1nc(C)cc(C)c1C#N)c1ccccc1	0	15	1	-1.7	10	-2	59*	-1	0.85
COc1ccccc1NC(=O)CSc1nnc(CC(=O)Nc2cccc(C(F)(F)F)c2)n1C	-2	6	1	3.2	-8	-12	1	-5	0.94

Compounds were not picked by outcome, and some 3.3% of all compounds hit somewhere here.
